RBX1-CUL1 inh = inhibitors of human ROC1-CUL1 ubiquitin ligase activity. P62877+Q13616. in vitro K48 di-Ub FRET, acceptor:donor ratio, 45 min. inhibition, % at 10 µM. 0.6% of 140,000 active. AID 1347404; in the data active means inhibition above about 25%
Target sequence (P62877 whole entry, looked up): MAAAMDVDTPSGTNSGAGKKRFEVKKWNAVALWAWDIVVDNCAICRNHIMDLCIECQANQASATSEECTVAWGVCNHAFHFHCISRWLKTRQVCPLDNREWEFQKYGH
Target sequence (Q13616 whole entry, looked up): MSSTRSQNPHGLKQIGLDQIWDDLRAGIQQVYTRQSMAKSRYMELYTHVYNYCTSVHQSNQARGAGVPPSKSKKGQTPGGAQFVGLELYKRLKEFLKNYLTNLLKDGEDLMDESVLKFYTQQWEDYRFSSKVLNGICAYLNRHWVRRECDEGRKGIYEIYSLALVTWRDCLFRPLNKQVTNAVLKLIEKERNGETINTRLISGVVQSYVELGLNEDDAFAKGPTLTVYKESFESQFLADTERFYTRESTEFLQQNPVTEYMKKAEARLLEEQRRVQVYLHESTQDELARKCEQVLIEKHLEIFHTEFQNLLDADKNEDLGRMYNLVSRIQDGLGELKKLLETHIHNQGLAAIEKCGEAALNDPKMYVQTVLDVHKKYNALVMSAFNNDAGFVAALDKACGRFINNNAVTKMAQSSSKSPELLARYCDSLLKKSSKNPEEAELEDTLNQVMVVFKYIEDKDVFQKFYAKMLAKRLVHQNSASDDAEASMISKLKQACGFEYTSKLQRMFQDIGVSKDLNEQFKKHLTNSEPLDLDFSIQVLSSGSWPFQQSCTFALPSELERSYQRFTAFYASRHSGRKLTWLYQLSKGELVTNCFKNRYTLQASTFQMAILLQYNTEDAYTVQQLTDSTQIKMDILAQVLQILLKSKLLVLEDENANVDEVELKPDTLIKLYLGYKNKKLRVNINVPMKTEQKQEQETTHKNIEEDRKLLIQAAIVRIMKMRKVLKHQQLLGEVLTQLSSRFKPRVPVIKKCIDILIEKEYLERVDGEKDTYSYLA
* hit, by the source's call.

SMILES	RBX1-CUL1 inh
CCCCOc1ccccc1/C=N/NC(=O)c1ccc(F)cc1	-4
Cc1ccc(C)c(Cn2c3ccccc3c3cnn(CC(=O)NCCC4=CCCCC4)c(=O)c32)c1	-7
O=C(Cn1cnc2ccccc2c1=O)Nc1nc2c(s1)CCCC2	-1
CC1(C)Cc2ccccc2C(C[N+](=O)[O-])=N1	-4
Cc1ccc2scc(N3CCCCC3C)c(=O)c2c1 (stereo unspecified)	-7
Cc1cc(C)cc(NC(=O)CN2CCN(c3ccccc3)CC2)c1	11
CCCCOc1ccc(Oc2ccc(C#N)c(C#N)c2)cc1	-9
O=C(COC(=O)C(CCCCN1C(=O)c2ccccc2C1=O)N1C(=O)c2ccccc2C1=O)c1ccc(Br)cc1 (stereo unspecified)	4
CCOc1nc(Cl)nc(N2CCCCC2)n1	-1
O=C(O)c1cc(-c2ccc(-c3ccccc3Cl)o2)nc2ccc3ccccc3c12	4
O=C(NCc1cccs1)c1ccc(CSc2nc3ccncc3n2Cc2ccccc2)cc1	-15
CCC(C(=O)Nc1cc(C)cc(C)n1)c1ccccc1 (stereo unspecified)	-8
CCc1cccc(NC(=O)Cn2c(-c3ccc(F)cc3)cc(C(C)=O)c2C)c1	3
COC(=O)c1cnn(-c2cc(Oc3ccccc3)nc(C)n2)c1N	-8
CCCN1C(=O)C(O)(CC(=O)c2ccc(CC)cc2)c2cc(Br)ccc21 (stereo unspecified)	-6
COC(=O)CCCNC(=O)C1CCC(=O)N(CCc2ccccc2)C1 (stereo unspecified)	9
CCN(C(=O)CN1C(=O)COc2ccc(S(=O)(=O)N3CCOCC3)cc21)c1ccc(OC)cc1	-2
N#CC1C(=O)Nc2sc(C(=O)c3ccc(Br)cc3)c(N)c2C12CCCCC2 (stereo unspecified)	-2
CCCCNC(=O)c1nnn(-c2ccc(Cl)cc2)c1CCC	1
CC(=O)c1ccc(NC(=O)/C=C/c2ccc(C)o2)cc1	7

18 consecutive records from above, quoted:
SMILES	RBX1-CUL1 inh
CCCCOc1ccccc1/C=N/NC(=O)c1ccc(F)cc1	-4
Cc1ccc(C)c(Cn2c3ccccc3c3cnn(CC(=O)NCCC4=CCCCC4)c(=O)c32)c1	-7
O=C(Cn1cnc2ccccc2c1=O)Nc1nc2c(s1)CCCC2	-1
CC1(C)Cc2ccccc2C(C[N+](=O)[O-])=N1	-4
Cc1ccc2scc(N3CCCCC3C)c(=O)c2c1 (stereo unspecified)	-7
Cc1cc(C)cc(NC(=O)CN2CCN(c3ccccc3)CC2)c1	11
CCCCOc1ccc(Oc2ccc(C#N)c(C#N)c2)cc1	-9
O=C(COC(=O)C(CCCCN1C(=O)c2ccccc2C1=O)N1C(=O)c2ccccc2C1=O)c1ccc(Br)cc1 (stereo unspecified)	4
CCOc1nc(Cl)nc(N2CCCCC2)n1	-1
O=C(O)c1cc(-c2ccc(-c3ccccc3Cl)o2)nc2ccc3ccccc3c12	4
O=C(NCc1cccs1)c1ccc(CSc2nc3ccncc3n2Cc2ccccc2)cc1	-15
CCC(C(=O)Nc1cc(C)cc(C)n1)c1ccccc1 (stereo unspecified)	-8
CCc1cccc(NC(=O)Cn2c(-c3ccc(F)cc3)cc(C(C)=O)c2C)c1	3
COC(=O)c1cnn(-c2cc(Oc3ccccc3)nc(C)n2)c1N	-8
CCCN1C(=O)C(O)(CC(=O)c2ccc(CC)cc2)c2cc(Br)ccc21 (stereo unspecified)	-6
COC(=O)CCCNC(=O)C1CCC(=O)N(CCc2ccccc2)C1 (stereo unspecified)	9
CCN(C(=O)CN1C(=O)COc2ccc(S(=O)(=O)N3CCOCC3)cc21)c1ccc(OC)cc1	-2
N#CC1C(=O)Nc2sc(C(=O)c3ccc(Br)cc3)c(N)c2C12CCCCC2 (stereo unspecified)	-2

(listing goes on)
SMILES	RBX1-CUL1 inh
Cc1c(C#N)c2ncnc(NCc3ccccc3)c2n1-c1ccccc1	-6
CCOc1cc(-c2ccc(OC(=O)c3ccc(OC)cc3)c(OC)c2)cc(=O)c2c(C)oc(C)c12	3
COc1ccc(-c2oc3ncn4nc(COc5ccc(C)cc5)nc4c3c2-c2ccc(OC)cc2)cc1	2
COc1ccc(/C(C)=N\N2CCN(C(c3ccccc3)c3ccccc3)CC2)cc1	-7
Cn1c(=O)oc2cc(S(=O)(=O)N3CCCC(C(=O)N4CCN(c5cccc(Cl)c5)CC4)C3)ccc21 (stereo unspecified)	3
Cc1ccc(C(=O)Nc2nonc2NC(=O)c2ccc(C)c(Br)c2)cc1Br	-3
CCCNC(=O)C1CCC(Cn2c(=O)c3sccc3n(Cc3ccccc3C)c2=O)CC1 (stereo unspecified)	3
Nc1nonc1-c1noc(COc2ccc(I)cc2)n1	7
CC1=C(C(=O)Nc2ccccc2)C(c2ccc(C)o2)n2c(s/c(=C/c3ccoc3)c2=O)=N1 (stereo unspecified)	1
Cc1nc(C2CCN(C(=O)c3cnc(-c4ccccc4)[nH]3)CC2)cc(=O)[nH]1	3
CN(C(=O)c1cc2nc(-c3ccccc3)cc(-c3ccccc3)n2n1)c1ccc(OC(F)(F)Cl)cc1	1
CCCOc1ccc2c(c1)c1c3n2CCN(C)C3=NCC1	2
O=c1c2ccccc2nc2n1CCN2Cc1ccccc1Cl	3
Cc1cccc(C)c1NS(=O)(=O)c1ccc2ccccc2c1	8
O=C(O)C(C(=O)/C=C/c1ccco1)=C1SCCS1	19
CC(=O)Nc1ccccc1-c1nc2ccccc2n(CC(=O)c2ccc(Br)cc2)c1=O	4
O=C(O)c1ccc(Sc2ccc(C(=O)O)cc2)cc1	-3
COc1cccc(Nc2ccc(NCc3ccccc3)nn2)c1	7
O=C(Cn1cc(C(=O)C2CCCCC2)c2ccccc21)Nc1ccccc1Cl	-10
Cc1ccc2nc(NC(=O)CC34CC5CC(CC(C5)C3)C4)[nH]c2c1	-2
O=C(O)c1sccc1CCc1ccco1	-8
CCOc1cc(/C=N/n2nnnc2N)c(Br)cc1OC(C)=O	0
Cc1ccc2ccc(C(Nc3ccccn3)c3ccc(C(C)(C)C)cc3)c(O)c2n1 (stereo unspecified)	-2
O=S(=O)(CNC(=S)c1ccccc1)c1ccccc1	35*
O=C1NCCc2c1[nH]c1ccc(OCc3ccccc3)cc21	1
CCc1ccccc1NC(=O)c1nc(-c2ccncc2)no1	3
CSc1ccccc1C(=O)C1CCCN(C(=O)c2cnsn2)C1 (stereo unspecified)	-1
CCC(C)NC(=O)c1ccc(OC)c(I)c1 (stereo unspecified)	7
c1nc2ncn3c(c-2n1)SCC3	-3
CCOC(=O)C1(Cc2ccccc2F)CCCN(C(=O)CCc2cnn(C)c2)C1 (stereo unspecified)	6
Cc1nc(NC(C)(C)CO)c([N+](=O)[O-])cc1[N+](=O)[O-]	10
COc1ccc(Cl)cc1C(=O)N1CCN(c2ccc(NC(C)=O)cc2)CC1	5
Cc1ccc(C(=O)c2sc(Nc3ccc(F)cc3)c(C#N)c2N)cc1	-5
CCOc1ccccc1NC(=O)Nc1ccccc1OCc1cc(=O)n2ccccc2n1	-6
COc1cccc(/C=N/NS(=O)(=O)c2ccc(C)cc2)c1O	3
CCn1nc(C(=O)Nc2ccccc2N)c(=O)n2ncnc12	-2
O=C(CNc1ccccc1)N/N=C/c1cc2c(cc1Br)OCO2	1
Cc1cccc(-n2c(C)nnc2SCC(=O)c2ccccc2)c1C	1
CCc1noc(C)c1C(=O)NC(C)c1ccc(OC)cc1 (stereo unspecified)	-2
COc1ccc(C)cc1NC(=O)CC1NCCNC1=O (stereo unspecified)	-7
CN1CCN(c2ccc(NC(=S)NC(=O)c3ccc(C(C)(C)C)cc3)cc2)CC1	4
O=C(Cn1nc(C(F)(F)F)cc1C1CC1)NCc1ccccc1F	-9
Cn1c(=O)n(C)c2cc(N3CCOCC3)c(NC(=O)c3ccc(C(C)(C)C)cc3)cc21	-1
O=C(O)c1cc2nc(-c3ccc(F)cc3)cc(C(F)(F)F)n2n1	9
O=[N+]([O-])c1ccc(N2CCOCC2)cc1NCCO	-3
Cc1ccc2c(CC(=O)Nc3ccc(S(=O)(=O)N4CCC(C)CC4)cc3)coc2c1	5
CCc1cc2c(cc3c(=O)n(CC(=O)N4CCCCC4)nc(CC)n32)s1	-3
Cc1cc(C=Nc2nccs2)ccc1O	3
Cc1ccc(C)c(S(=O)(=O)N2CCC(C(=O)NC(C)(C)C)CC2)c1	-3
CCC1=C(c2ccccc2)N(c2ccccc2)C(=O)CC1=O	-7
COC(=O)c1c(-c2ccc(Cl)cc2)noc1N1CCN(c2cccc(C(F)(F)F)c2)CC1	5
Cc1oc(-c2cccc(NC(=O)CCc3cccnc3)c2)nc1CNC(=O)C1CCOC(C(C)C)C1 (stereo unspecified)	12
CCN(CC)C(=O)c1cc(C(C)(C)C)c(O)c(C(C)(C)C)c1	-4
Cc1c(Cl)c([N+](=O)[O-])nn1CC(=O)Nc1ccccc1C(F)(F)F	6
O=C(O)c1ccccc1/C=N/Nc1nc2ccccc2s1	-10
Cc1cc(Cl)ccc1OCC(=O)NNC(=O)[C@@H]1CCCC[C@@H]1C(=O)O	-2
O=C(CCc1ccccc1Cl)NC1CCCc2c1cnn2-c1ccccn1 (stereo unspecified)	-1
Cc1ccc(S(=O)(=O)Nc2cc(C(N)=O)ccc2C)cc1	-3
Cc1ccccc1CNC(=O)C(=O)NCC(c1ccco1)S(=O)(=O)c1cccs1 (stereo unspecified)	-6
COc1ccc(CNC(=O)CCS(=O)(=O)c2ccc3c(c2)oc(=O)n3C)cc1	2
(more compounds)
SMILES	RBX1-CUL1 inh
COc1ccc(/C=C2/SC(=O)N(CC(=O)Nc3nccs3)C2=O)cc1	-1
CC(C)Sc1ccccc1C(=O)NC1CCCC1	5
CCCn1c2ccccc2c2nnc(SCc3ccccc3)nc21	0
Cc1n[nH]c(C)c1CCCCCCOc1ccc(F)cc1	-4
O=C(Cc1noc2ccccc12)Nc1ccc(C(F)(F)F)cc1	4
O=C(Nc1ncc(Cc2ccccc2)s1)C(F)(F)F	12
Cc1ccc(C(=O)Nc2cccc(-c3nc(CNC(=O)CCCn4cncn4)c(C)o3)c2)s1	-2
COc1ccc(NC(=O)NCC2CCN(Cc3ccccc3F)CC2)c(OC)c1	-3
Clc1ccc(COc2ccccc2CNn2cnnc2)cc1	3
c1ccc2c(NCC3CCCO3)nc(N3CCOCC3)nc2c1 (stereo unspecified)	9
O=C1N=C(Cc2ccc(N3CCCCC3)cc2F)C(=O)N1Cc1ccccc1	-2
COc1ccc(OC)c(NC(=S)NC(=O)C(C)C)c1	-5
COc1ccc(CNC(=O)CSc2ncc3c(n2)-c2ccc(Cl)cc2N(Cc2ccccc2)S3(=O)=O)cc1	-5
O=C(Nc1ccccc1Cl)c1ccc(-c2ccc(Cl)cc2)o1	6
N#Cc1nc(-c2ccccc2F)nnc1-c1ccc(F)cc1	-8
COc1ccc(S(=O)(=O)N(C(C)C)C(C)C)cn1	5
CSc1ccc(C2C3=C(CC(C)(C)CC3=O)N(c3sc4c(c3C#N)CCCCC4)C(=N)C2C#N)cc1 (stereo unspecified)	-2
COc1ccc(Cl)cc1C(=O)NCCC(c1ccccc1)c1ccccc1	-1
Cc1cc(-c2n[nH]c3c2CN(C(=O)Cn2cccn2)CC3)c(C)o1	10
CCNC(=O)N1CCc2onc(-c3ccc4c(c3)OCO4)c2C1	3

Single values from the results shown:
RBX1-CUL1 inh, COc1ccc(OC)c(NC(=S)NC(=O)C(C)C)c1 : -5
RBX1-CUL1 inh, O=C(Nc1ccccc1Cl)c1ccc(-c2ccc(Cl)cc2)o1 : 6

Additional results follow:
SMILES	RBX1-CUL1 inh
CC1=C(C#N)c2nc(N)c(C#N)c(C)c2/C1=C\c1ccc(OCc2ccc(F)cc2)c(Br)c1	-3
Cc1ccc(NC(=O)c2cc(-c3ccc(Br)s3)nc3ccccc23)cc1F	3
CC(CCc1nc2ccccc2o1)C1CCC2C3CC[C@@H]4CC(OCCC(=O)O)CC[C@]4(C)C3CC[C@]12C (stereo partly specified)	40*
O=C(c1ccccn1)N1CCc2cc(S(=O)(=O)NC3CCCC3)ccc21	1
CS(=O)(=O)NCc1cccnc1Oc1ccc(F)c(F)c1	3
Cc1cccc(NC(=O)c2ccc(-c3ccc(Br)cc3)o2)c1	4
Cc1cccc(-c2nnc(SCC(=O)NC3CCCCC3)o2)c1	4
C=CCn1c(CSc2nc3ccccc3s2)nnc1SCC(=O)N1CCCCC1	2
Cc1cccc(C)c1OCc1nnc(SCC(=O)Nc2cccc(C(=O)N3CCOCC3)c2)n1C	-4
Cc1cc(C(=O)N2CCOCC2)c(C)o1	-1
Cc1nn(CCC(=O)N2CCN(c3ccccc3F)CC2)c(C)c1S(=O)(=O)N1CCCC1	-3
COCC1CCCN(C(=O)c2ccc(N(C)CCc3ccccc3)nc2)C1 (stereo unspecified)	-4
CCOC(=O)c1nc(N)c(=O)n(-c2ccc(C)cc2)n1	-9
O=C(COc1ccccc1C(=O)Nc1nc2ccccc2[nH]1)Nc1ccc(Cl)cc1	-1
COC1(OC)OC=C(C#N)C(c2ccccc2)C1(OC)OC (stereo unspecified)	7
CCOCCCNC(=O)Cn1ncc2c([nH]c3ccccc32)c1=O	3
CC1(C)CC(=O)C2C=C(C#N)C(=S)N=C2C1 (stereo unspecified)	3
O=C(Nc1cccc(O)c1)C1CC(c2ccccc2Cl)=NO1 (stereo unspecified)	1
Cc1cccc(OC(=O)c2cccnc2)c1	3
CSc1nncc(/C(C)=N\Nc2ccccc2C)n1	-8
COc1ccc(CCN2C(=O)O[C@@H]3CN(C4CCSCC4)C[C@@H]32)cc1	-5
Cc1ccc(C)c(OCc2nc3ccccc3n2C)c1	-3
Cc1nn(Cc2ccccc2Cl)c(C)c1NC(=O)c1ccc([N+](=O)[O-])cc1	2
CC1(c2ccccc2)CC(C)(C)N(C(=O)CSC#N)c2ccccc21 (stereo unspecified)	3
CC(Oc1cccc(Br)c1)C(=O)N1CCN(C)CC1 (stereo unspecified)	0
CC(=O)c1cccc(NC(=O)c2nc3ccccc3n(C)c2=O)c1	-4
Cc1cc(N2CCN(c3ccccc3F)CC2)n2cnnc2n1	-3
COc1ccccc1OCC(=O)N1CCC(c2nc3ccccc3o2)CC1	1
Cc1ccc(NC(=O)CSc2nc(C)c(Cc3ccccc3)c(=O)[nH]2)cc1C	-5
O=C(c1ccccc1O)N1N=C(c2ccc(Cl)cc2)CC1(O)C(F)(F)F (stereo unspecified)	-1

From PubChem BioAssay

These rows are one share of the data; the hit share may differ from the screen's.
